Source: PubChem BioAssay (several laboratories)
DAX1 inh-1 = DAX1 (NR0B1) inhibitors, primary screen, cell-based, HEK293, Gal4-DAX1, luciferase luminescence; Nuclear receptor subfamily 0 group B member 1 (Homo sapiens), P51843; HEK293 Gal4-DAX1 luciferase reporter; inhibition, % at 6.75 µM; actives 0.99% (n = 340,000); AID 504766, 2011;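 active = inhibition above the mean over all tested compounds plus 3 SD, cut at about 4.2% in these data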;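 note: 0% = DAX1-transfected cells with DMSO and 100% = empty-vector control cells with DMSO; inhibition shows as a rise in luminescence from relieved DAX1 repression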
GC-A act = GC-A stimulated cGMP production enhancers – HEK293 GC-A cells, cGMP TR-FRET, EC30 ANP, primary screen | Atrial natriuretic peptide receptor 1 (Homo sapiens), P16066 | 0% at EC30 ANP, 100% saturating ANP | activation, % at 10 µM | actives 0.14% (n = 370,000); in the data active = activation above about 40%
hgDAF12 agonist = H. glycines DAF-12 receptor agonists, primary screen, cell-based, luminescence, HEK293, GAL4 fusion, UAS-luciferase | HEK293 GAL4-hgDAF12 UAS-luciferase reporter, agonist luminescence; normalized to butyrate control | actives 1.8% (n = 370,000) | Nuclear hormone receptor DAF-12 (Heterodera glycines), GAL4 fusion | activation, % at 6.8 µM;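 active = activation above a cutoff set at the mean of all screened compounds plus 3 SD, cut at about 10% in these data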;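 note: 0% = DMSO wells and 100% = sodium butyrate wells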
NPR2 activator = human GC-B receptor activators, primary screen, HEK293 GC-B cells, cGMP TR-FRET, EC30 CNP. actives 0.11% (n = 370,000). 0% at EC30 CNP, 100% saturating CNP. activation, % at 10 µM. AID 1920062, 2024;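 active = activation at 10 µM reaching about 35% in either raw or pattern-adjusted values, limit read from the data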
Target sequence (P20594 whole entry, looked up): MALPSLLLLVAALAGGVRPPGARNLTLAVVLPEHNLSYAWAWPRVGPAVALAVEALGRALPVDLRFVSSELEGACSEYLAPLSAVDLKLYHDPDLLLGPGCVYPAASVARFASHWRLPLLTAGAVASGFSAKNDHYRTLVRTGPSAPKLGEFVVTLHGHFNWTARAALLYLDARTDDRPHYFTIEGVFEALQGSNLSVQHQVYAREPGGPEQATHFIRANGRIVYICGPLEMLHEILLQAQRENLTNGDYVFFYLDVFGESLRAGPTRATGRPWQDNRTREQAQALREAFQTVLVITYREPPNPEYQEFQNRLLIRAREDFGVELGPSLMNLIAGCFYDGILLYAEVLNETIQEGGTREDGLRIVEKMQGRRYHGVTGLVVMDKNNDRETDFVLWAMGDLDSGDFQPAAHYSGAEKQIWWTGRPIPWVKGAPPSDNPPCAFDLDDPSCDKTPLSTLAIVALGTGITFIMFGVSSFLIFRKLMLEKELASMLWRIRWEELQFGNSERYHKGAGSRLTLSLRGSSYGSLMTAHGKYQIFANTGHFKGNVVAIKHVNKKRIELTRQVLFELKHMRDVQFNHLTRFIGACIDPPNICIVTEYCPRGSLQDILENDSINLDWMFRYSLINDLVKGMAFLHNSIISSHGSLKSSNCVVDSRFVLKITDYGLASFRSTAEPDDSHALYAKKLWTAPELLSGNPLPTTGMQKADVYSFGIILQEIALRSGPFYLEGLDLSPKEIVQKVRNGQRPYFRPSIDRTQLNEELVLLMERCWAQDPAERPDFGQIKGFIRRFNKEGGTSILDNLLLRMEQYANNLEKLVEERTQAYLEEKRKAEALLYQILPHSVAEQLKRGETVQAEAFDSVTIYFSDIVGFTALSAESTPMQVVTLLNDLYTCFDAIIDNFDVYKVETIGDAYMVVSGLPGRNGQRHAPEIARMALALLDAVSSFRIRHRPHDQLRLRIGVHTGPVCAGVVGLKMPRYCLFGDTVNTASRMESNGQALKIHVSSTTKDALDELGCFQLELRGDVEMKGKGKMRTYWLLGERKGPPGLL
ADAM10 inh = human ADAM10 inhibitors, primary screen, biochemical, QFRET, HTS. Disintegrin and metalloproteinase domain-containing protein 10 (Homo sapiens), O14672. recombinant ADAM10, EDANS/DABCYL FRET peptide cleavage, 3 h. inhibition, % at 7 µM. actives 0.62% (n = 370,000);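 active = inhibition above a per-campaign cutoff equal to the mean of compounds falling between control-based bounds plus 3 SD, cut at about 20% in these data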;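 note: 0% = DMSO wells while the 100% control is not disclosed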
DAX1 inh-2 = DAX1 (NR0B1) inhibitors on StAR promoter, primary screen, cell-based, luminescence, SF-1 (NR5A1), full-length DAX-1 | HEK293T StAR-luciferase reporter, SF-1/DAX-1 repression relief | inhibition, % at 6.8 µM | actives 1.1% (n = 370,000) | AID 652010, 2013;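 active = inhibition above the mean over all tested compounds plus 3 SD, cut at about 3.6% in these data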;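 note: 0% = DAX-1 cells with DMSO and 100% = cells lacking DAX-1 with DMSO; higher inhibition means more luminescence from relief of DAX-1 repression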
hcDAF12 agonist = H. contortus DAF-12 nuclear receptor activators, primary screen, cell-based, luminescence, HEK293, lit1-tk-luc reporter | HEK293 hcDAF-12 lit1-tk-luc reporter; 0% DMSO, 100% Δ7-dafachronic acid | activation, % at 6.8 µM | actives 1.4% (n = 370,000);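 active = activation above the mean of all tested compounds plus 3 SD, cut at about 5.5% in these data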;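 note: 100% = response to 3 µM Δ7-dafachronic acid high control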
GAA850 FXN act = FXN promoter activators, primary screen, cell-based, luciferase luminescence, HEK293 lucGAA850; HEK293 lucGAA850 FXN promoter luciferase reporter, 24 h; percent of 10 µM SAHA response; activation, % at 6 µM; actives 0.56% (n = 360,000);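 active = activation above the average of all compounds screened plus 3 SD, cutoff fixed separately per campaign, cut at about 7.5% in these data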;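 note: 0% = DMSO wells and 100% = 10 µM SAHA wells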
sPLA2-III inh = human group III sPLA2 inhibitors, primary screen, biochemical, QFRET, BODIPY PC-A2 liposome substrate | Group 3 secretory phospholipase A2 (Homo sapiens), Q9NZ20 | actives 0.56% (n = 370,000) | QFRET BODIPY PC-A2 liposome hydrolysis, fluorescence | AID 743126, 2013 | inhibition, % at 12.2 µM;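 active = inhibition above mean plus 3 SD of compounds lying within the high and low control bounds, cut at about 19% in these data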;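 note: 0% = median of test compound wells and 100% = no enzyme DMSO wells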
SMARCA2 act = SMARCA2 (BRM) function activators, primary screen, cell-based, luminescence, high throughput | MG213 cells, MMTV-luciferase reporter, dexamethasone, overnight | activation, % at 9.1 µM | actives 1% (n = 370,000); in the data active = activation above about 7.8%;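 note: 0% = vehicle wells and 100% = reference activator wells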
ssDAF-12 act = S. stercoralis DAF-12 nuclear receptor activators, primary screen, cell-based, luminescence, HEK293, GRIP1 co-expression, lit1-tk-luc. HEK293 ssDAF-12/GRIP1 lit1-tk-luc reporter; % of 3 µM dafachronic acid response. AID 652126, 2013. activation, % at 6.8 µM. Nuclear hormone receptor DAF-12 (Strongyloides stercoralis). actives 1% (n = 370,000);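 active = activation above the mean over all tested compounds plus 3 SD, cut at about 0.9% in these data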;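 note: 0% = DMSO-only wells and 100% = 3 µM delta7-dafachronic acid wells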
The depositor's hits bear a star; x = no result given. Compounds were not picked by outcome; about 6.6% have a hit in one of these screens.

Start of the data: the first 4 compounds, to show the layout:
SMILES | DAX1 inh-1 | GC-A act | hgDAF12 agonist | NPR2 activator | ADAM10 inh | DAX1 inh-2 | hcDAF12 agonist | GAA850 FXN act | sPLA2-III inh | SMARCA2 act | ssDAF-12 act
COc1cc2c(cc1OC)CN(C(=O)CN1C(=O)c3ccc([N+](=O)[O-])cc3C1=O)CC2 | 3.1 | -2 | 1.7 | -1 | -9 | -1.2 | 2.7 | -0.8 | 5 | 0 | -1.0
COc1ccccc1NC(=O)N(C)C[C@H]1OCc2cnnn2CCCC(=O)N([C@H](C)CO)C[C@H]1C | 2.1 | -3 | -2.2 | 4 | -7 | 0.8 | 1.2 | -0.1 | 5 | 0 | 0.1
CN(CC(=O)Nc1c(Cl)cccc1Cl)C(=O)Cc1ccsc1 | 0.3 | 3 | -1.3 | 1 | -12 | -0.4 | 2.4 | 1.5 | 5 | -3 | -1.1
CC(=O)Nc1ccc(S(=O)(=O)Nc2ccc(S(=O)(=O)N3CCCCCC3)cc2)cc1 | -0.4 | 2 | 1.2 | 2 | 6 | 0.9 | -0.5 | 4.6 | -24 | -3 | -0.8

This part in full, previewed entries included:
SMILES | DAX1 inh-1 | GC-A act | hgDAF12 agonist | NPR2 activator | ADAM10 inh | DAX1 inh-2 | hcDAF12 agonist | GAA850 FXN act | sPLA2-III inh | SMARCA2 act | ssDAF-12 act
COc1cc2c(cc1OC)CN(C(=O)CN1C(=O)c3ccc([N+](=O)[O-])cc3C1=O)CC2 | 3.1 | -2 | 1.7 | -1 | -9 | -1.2 | 2.7 | -0.8 | 5 | 0 | -1.0
COc1ccccc1NC(=O)N(C)C[C@H]1OCc2cnnn2CCCC(=O)N([C@H](C)CO)C[C@H]1C | 2.1 | -3 | -2.2 | 4 | -7 | 0.8 | 1.2 | -0.1 | 5 | 0 | 0.1
CN(CC(=O)Nc1c(Cl)cccc1Cl)C(=O)Cc1ccsc1 | 0.3 | 3 | -1.3 | 1 | -12 | -0.4 | 2.4 | 1.5 | 5 | -3 | -1.1
CC(=O)Nc1ccc(S(=O)(=O)Nc2ccc(S(=O)(=O)N3CCCCCC3)cc2)cc1 | -0.4 | 2 | 1.2 | 2 | 6 | 0.9 | -0.5 | 4.6 | -24 | -3 | -0.8
CC(=O)Nc1sc(N/N=C\c2ccccc2)nc1-c1cccs1 | 0.7 | 0 | 10 | -1 | -9 | 0.5 | 6.2* | 0.6 | 2 | -1 | 1.7*
COc1ccccc1Cc1nc(-c2cccnc2)no1 | 2.0 | -1 | 1.6 | 7 | 7 | -0.8 | -1.0 | -1.1 | -1 | 0 | -0.8
CSc1ccccc1C(=O)C1CCCN(S(=O)(=O)c2c(C)noc2C)C1 (configuration not stated) | -1.9 | -2 | -1.2 | 2 | 2 | -0.5 | -1.7 | -1.5 | 1 | 0 | -1.1
CN=C1S/C(=C/c2cc(C)n(-c3cc(C)ccc3OC)c2C)C(=O)N1C | x | -8 | -3.4 | -1 | -12 | x | -3.3 | x | 5 | x | -2.4
O=c1oc(-c2ccccc2F)nc2c1cnn2-c1ccccc1 | 0.5 | 0 | 0.3 | -10 | 2 | -0.2 | -0.7 | 1.7 | 0 | -2 | -1.9
COc1ccccc1-c1c(C)nn2c(N3CCCCCC3)cc(C)nc12 | -0.9 | -1 | -2.9 | -3 | -34 | -1.6 | -2.7 | -2.6 | -4 | -4 | -1.5
COc1ccc([N+](=O)[O-])cc1/C=N/NC(=O)CNC(=O)c1cccc(F)c1 | -1.5 | 5 | -0.4 | -3 | -7 | -0.7 | 1.3 | 0.6 | 17 | -2 | -1.4
CCOC(=O)c1ccc(NC(=O)CCC(CC)C(=O)O)cc1 (configuration not stated) | -1.2 | 3 | 3.3 | 0 | 7 | 0.4 | 0.6 | -1.6 | -2 | 0 | -1.4
Cc1cccc(CN2[C@@H](CC(C)C)COCCS2(=O)=O)c1 | 0.3 | -3 | 0.6 | 0 | 0 | -0.3 | -1.5 | 0.4 | 2 | 1 | -1.3
CCOc1ncccc1C(=O)OCC(=O)c1cccs1 | 1.2 | 2 | 1.3 | 8 | 4 | 0.2 | -1.1 | 2.2 | 6 | -2 | -1.7
COc1ccc(C(O)c2coc3ccc(O)c(CN(C)C)c23)cc1 (configuration not stated) | 0.1 | -9 | -2.1 | -9 | -13 | -0.8 | -2.2 | -2.4 | -13 | -2 | -1.1
Cc1ccc(OCCNC(=O)c2cc(-n3cnnc3)ccc2Cl)cc1C | 0.5 | -1 | -0.4 | 2 | 0 | 0.2 | -0.6 | 0.4 | 1 | -2 | -1.2
NC(=O)c1ccc2c(=O)n3c(-c4cc(Cl)c(N)c(Cl)c4)csc3nc2c1 | -1.0 | 10 | -1.4 | 23 | -73 | -1.3 | -1.3 | -4.5 | 0 | -1 | -1.4
CCN1C(=O)[C@H]2[C@@H](c3ccc(-c4cc(C(C)=O)cs4)cc3)N3CCCC[C@@]3(C(=O)OC)[C@H]2C1=O | 2.4 | -3 | 0.6 | 6 | -2 | 0.5 | -0.9 | 0.9 | -7 | -2 | -0.9
CC(C)(C)NCC(O)Cn1cc(C=O)c2ccccc21 (configuration not stated) | 3.0 | -5 | -1.2 | 1 | 9 | 2.1 | -0.1 | 4.0 | 1 | 3 | -1.4
COc1cc(/C=C2/S/C(=N/S(=O)(=O)c3ccccc3)NC2=O)c([N+](=O)[O-])cc1OC | 0.0 | 1 | 1.0 | 2 | -14 | 0.1 | -0.6 | 0.8 | -39 | -3 | -0.9
CC[C@@H](CCC(=O)N(c1ccccc1)c1ccccc1)C1CC1 | x | -13 | 0.6 | -6 | -6 | -1.2 | -2.7 | x | 13 | -5 | -1.6
OCC[C@@H]1C[C@H](O)[C@@H](O)[C@@]2(Cc3ccccc3O2)O1 | -0.5 | 4 | -0.3 | 6 | 1 | 0.0 | -1.5 | 1.9 | -4 | 1 | -1.0
CCCN1CCS(=O)(=O)N(Cc2cn(CC(=O)OCC)nn2)C(C(=O)OC)C1 (configuration not stated) | x | 0 | -1.9 | 6 | 4 | -0.2 | -2.0 | x | 4 | 2 | -1.8
N#CC1=C(N)c2ccccc2CC12CCCCC2 | -1.2 | -7 | 0.3 | 1 | 6 | -0.5 | -1.9 | 0.4 | -51 | -2 | -1.2
CC(=O)NC(c1ccccc1)c1nc(-c2cccc(C(=O)O)c2)cs1 (configuration not stated) | x | 5 | 4.8 | 3 | -11 | 0.9 | 1.4 | 1.5 | -1 | 2 | -0.8
Cc1ccc(S(=O)(=O)N2C[C@@H]3[C@H]4CC[C@H](C4)[C@@H]3[C@@H](C)C2CC(=O)c2ccccc2)cc1 (some centres not stated) | -1.0 | -3 | -1.6 | 4 | -3 | -0.2 | -0.9 | 0.4 | 12 | -6 | -0.9
CCc1nc2ccccc2n(CC)c1=O | -0.4 | 15 | 0.5 | -12 | -28 | 0.7 | -0.1 | 0.8 | 0 | 2 | -1.1
C=CC[C@H](CC(=O)NCCO)C(=O)N[C@@H](COC(=O)[C@@H](CC=C)Cc1ccc(F)cc1)Cc1c[nH]c2ccccc12 | -1.1 | -3 | -1.6 | -2 | 12 | -0.5 | -1.1 | -5.8 | -104 | 0 | -1.2
CCc1ccc(NC(=O)Cn2c(=O)oc3cc(S(=O)(=O)N4CCOCC4)ccc32)cc1 | -1.4 | 4 | -3.5 | 7 | 0 | -0.8 | -1.8 | -4.0 | -6 | -2 | -1.2
CCC(=O)Nc1ccc(C(=O)OCc2ccc(Cl)c(Cl)c2)cc1 | -0.6 | -4 | -2.7 | -3 | 2 | -0.6 | -0.3 | 0.8 | -1 | 2 | -1.1
O=C(c1ccccc1)N1CCN=C1c1ccccc1 | 1.5 | 5 | 0.9 | 4 | -3 | 0.6 | -0.1 | 0.3 | -4 | -1 | -1.4
Cc1cc(Cl)ccc1OCCCC(=O)NN | 1.8 | 1 | -2.7 | -5 | -1 | 0.1 | -1.0 | 0.5 | -5 | -2 | -1.5
CCOc1cc(NC(=S)Nc2ccccc2)c(OCC)cc1NC(=O)c1ccc(OC)cc1 | -0.7 | 2 | -4.3 | 1 | -7 | -0.4 | -0.6 | -0.7 | -1 | -3 | -1.1
O=C(Nc1nnc(-c2cccs2)s1)C1CC1 | 0.7 | 1 | 2.1 | -3 | -43 | 1.8 | -0.5 | 4.6 | -4 | 1 | -0.3
O=C(CCc1ccccc1)N=C1SC2CS(=O)(=O)CC2N1Cc1ccc(F)cc1 (configuration not stated) | 1.4 | -5 | 2.6 | 5 | 1 | 0.2 | -0.1 | -0.3 | 3 | 0 | -0.8
O=C1CSC(=Nc2cccc(C(=O)O)c2)N1 | -0.9 | 2 | -0.7 | -4 | -3 | 0.7 | 2.2 | 1.8 | 5 | 0 | -0.1
CCN(CC)S(=O)(=O)c1ccc(C(=O)NN(C)C2=NS(=O)(=O)c3ccccc32)cc1 | 1.6 | -3 | 0.5 | 0 | 0 | 0.4 | -0.6 | -2.8 | -2 | 0 | -0.9
CCN(CC(=O)Nc1ccccc1C(F)(F)F)C(=O)c1ccccc1SCC(=O)N1CCCC1 | -0.7 | 0 | 2.7 | -2 | -9 | -0.1 | -0.1 | 0.0 | 8 | -1 | -0.9
CC(=O)c1cccc(Nc2c([N+](=O)[O-])c(=O)oc3ccccc23)c1 | 2.0 | 4 | -0.5 | 3 | -2 | -0.5 | 2.2 | -0.9 | 4 | -2 | -1.0
CCOC(=O)C1CN(S(=O)(=O)c2cccs2)c2ccc(CC(=O)OC)cc2O1 (configuration not stated) | -0.2 | 4 | 1.2 | 0 | 2 | 0.1 | -1.6 | 2.4 | 4 | -1 | -1.0
CCN(CC)S(=O)(=O)c1ccc2nnn(OCC(=O)Nc3cccc(C#N)c3)c2c1 | -1.4 | 4 | -0.9 | -8 | -2 | -1.1 | -1.4 | -2.9 | -28 | -2 | -1.6
CCOC(=O)CSc1nnc(CNC(=O)c2ccc(OC)cc2)n1-c1ccc(OC)cc1 | 3.7 | 0 | -0.6 | -1 | -8 | 0.4 | -2.4 | -0.2 | 2 | -5 | -1.2
